# ERb coact inh = ER-beta (human) coactivator binding inhibition; Q92731; TR-FRET ER-beta LBD / SRC1-Cy5 peptide binding; receptor agonist-loaded with 1 µM estradiol; inhibition, % at 25.6 µM; 86,000 compounds, 1.3% hits;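 active = compounds whose percent inhibition of the receptor-coactivator binding signal exceeds about 50% in the single-dose screen, limit read from the data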;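 note: 0% = receptor plus peptide wells without compound and 100% = peptide-only wells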
# Target sequence (Q92731 whole entry, looked up, the tested form may be a part): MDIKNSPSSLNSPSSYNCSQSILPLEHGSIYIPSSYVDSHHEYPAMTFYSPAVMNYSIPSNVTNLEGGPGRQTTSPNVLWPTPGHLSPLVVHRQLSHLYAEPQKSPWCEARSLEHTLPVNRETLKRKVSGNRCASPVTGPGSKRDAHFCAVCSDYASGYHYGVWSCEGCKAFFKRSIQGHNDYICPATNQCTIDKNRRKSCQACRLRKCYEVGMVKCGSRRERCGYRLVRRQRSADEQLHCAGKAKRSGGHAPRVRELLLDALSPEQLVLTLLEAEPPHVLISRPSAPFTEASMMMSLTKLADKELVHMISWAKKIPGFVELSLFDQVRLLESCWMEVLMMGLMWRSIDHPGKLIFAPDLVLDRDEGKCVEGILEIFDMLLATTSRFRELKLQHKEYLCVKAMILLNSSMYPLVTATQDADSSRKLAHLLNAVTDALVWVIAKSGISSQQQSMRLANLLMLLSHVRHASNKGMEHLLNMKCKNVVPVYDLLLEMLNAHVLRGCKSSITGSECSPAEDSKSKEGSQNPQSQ
# MT1-MMP txn act = MT1-MMP promoter transcription activation. HT1080 MT1-MMP promoter luciferase reporter, luminescence, overnight; stronger effect = higher value. activation factor at 10 µM. 86,000 compounds, 0.16% hits;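 active = activation factor of at least 2 for MT1-MMP transcription at 10 µM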
# Smad3 FoxH1 inh = blocks human Smad3 binding to FoxH1 peptide. inhibition, % at 25 µM. TR-FRET Smad3/Dy647-FoxH1 peptide binding, europium anti-His. 88,000 compounds, 0.29% hits. AID 630;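 active = compounds that reduce the energy-transfer binding signal between the protein and its labelled peptide by more than half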;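 note: 0% = Smad3 plus labelled peptide maximal FRET and 100% = peptide-only background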
# Target sequence (P84022 whole entry, looked up): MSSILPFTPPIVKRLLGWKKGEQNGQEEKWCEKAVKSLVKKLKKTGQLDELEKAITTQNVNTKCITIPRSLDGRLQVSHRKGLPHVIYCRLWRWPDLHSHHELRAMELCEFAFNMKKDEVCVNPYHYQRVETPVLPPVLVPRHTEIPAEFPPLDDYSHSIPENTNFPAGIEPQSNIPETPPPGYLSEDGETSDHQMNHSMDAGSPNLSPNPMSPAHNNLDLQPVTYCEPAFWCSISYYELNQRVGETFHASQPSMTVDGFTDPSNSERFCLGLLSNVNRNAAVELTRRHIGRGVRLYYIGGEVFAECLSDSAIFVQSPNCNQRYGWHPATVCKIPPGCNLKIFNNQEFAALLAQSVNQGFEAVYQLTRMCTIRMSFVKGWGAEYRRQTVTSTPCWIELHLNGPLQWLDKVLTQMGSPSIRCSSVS
# Mac1 fbg enh = CD11b/CD18-fibrinogen binding enhancement. activation, % at 10 µM. K562 CD11b/CD18 adhesion to fibrinogen, ATPlite luminescence. P05107+P11215. 93,000 compounds, 0.07% hits;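 active = 10 µM primary screen giving 50% or more activity, confirmed by 40% or more on retest at that dose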; note: strong numbers were not always called active
# ERa SRC1 inh = blocks coactivator binding to human estrogen receptor alpha; P03372; TR-FRET ER-alpha LBD / SRC-1 peptide, estradiol-bound; inhibition, % at 25.6 µM; 86,000 compounds, 1.7% hits; in the data active = inhibition above about 50%;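 note: 0% = receptor plus peptide control and 100% = peptide only without receptor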
# ERa coact pot = enhances coactivator binding to human estrogen receptor alpha; coactivator binding (% of control), % at 25.6 µM; AID 639; P03372; 86,000 compounds, 1.3% hits; TR-FRET ERalpha-LBD/SRC-Cy5 coactivator binding, 2 h; 100 = basal binding, no effect; in the data active = activity above about 200%;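 note: binding measured in presence of low estradiol as agonist stimulus; 0% = peptide alone without receptor and 100% = receptor with peptide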
# H69AR inhibit = growth inhibitors of human H69AR lung tumor cells | 85,000 compounds, 6% hits | AID 598 | viability, % at 10 µM | H69AR lung tumor viability, ATP luminescence, 72 h; stronger effect = lower value;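 active = viability at or below 40%; inactive = viability above 40%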;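 note: multidrug resistant small cell line overexpressing MRP-1 efflux transporter; 100% = mean luminescence of untreated control wells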
# HUVEC inhibit = human endothelial cell proliferation inhibition; HUVEC proliferation, CellTiter-Glo luminescence, 72 h; stronger effect = lower value; AID 648; 86,000 compounds, 1.1% hits; viability, % at 10 µM (by protocol);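 active = viability at or below 30%; inactive = viability above 30%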;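 note: 100% = median luminescence of DMSO-only cell control wells on each plate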
# Lung fibro prol = blocks proliferation of human lung fibroblasts. LL 47 human lung fibroblast viability, ATP luminescence; stronger effect = lower value. viability, % at 10 µM. AID 719. 85,000 compounds, 1.1% hits;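 active = viability at or below 50% in the single dose screen; inactive = viability above 50%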;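 note: compound exposure lasted 72 h before the ATP readout; 100% = median luminescence of untreated cell-only wells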
#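 Benchmarks: Cell-only wells, no compound | Test system: LL 47 human lung fibroblasts, passage 12 or lower | Input: 1,150 cells/well | Measured by: CellTiter-Glo luminescence measuring cellular ATP | Medium: IMEM, 15% FBS supplement | Schedule: Overnight attachment after seeding, then 72 h compound exposure at 37 °C | Doses: Compound addition at 0.1% DMSO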
# Starred values were filed as active, the others as inactive; . = not tested or not shown; [ ] = remark or other dose. These rows are one share of the data; the hit share may differ from the screen's.
SMILES,ERb coact inh,MT1-MMP txn act,Smad3 FoxH1 inh,Mac1 fbg enh,ERa SRC1 inh,ERa coact pot,H69AR inhibit,HUVEC inhibit,Lung fibro prol
O=C(Nc1ccncc1)c1ccc2c(c1)C(=O)N(C1CCCCC1)C2=O,15,1,-10,-7,16,96,96,105,97
Cc1cc(=O)oc(C)c1C(=O)NCCN1CCOCC1,-1[fluorescence artefact?],1.1,7,5,6[fluorescence artefact?],102,95,93,99
COc1ccccc1NC(=O)Cn1c(CN2CCCCC2)nc2ccccc2c1=O,-14,1.3,0,-3,-9,110,91,91,95
COc1ccccc1NC(=O)N1CCCC1C(=O)NCc1ccc(F)cc1 (centres undefined),2,1,-8,-2,-5,117,.,95,97
Clc1ccc(CSC2=NCCCN2)cc1Cl,-5,1.1,-1,3,-2,102,87,92,91
O=C(CCn1c(=O)sc2ccccc21)NCCCn1ccnc1,-8,1.2,1,.,1,116,87,103,106
Cc1c(C(=O)OCC(=O)N2c3ccccc3CC2C)oc2ccccc12 (centres undefined),-1,1.1,-1,.,-5,107,79,101,100
C=C(C)CSc1nnc2n(N)c(=O)c3ccccc3n12,4,1.2,4,-1,7,93,87,109,109
Cc1cc(=O)oc2cc(OCC3CC(c4ccccc4)=NO3)ccc12 (centres undefined),-17,1.3,13[fluorescence artefact?],-3,-4,130,24*,64,91
COc1ccccc1-n1cnc2cc(C(=O)NC3CCCC3)ccc21,-3,1.2,-1,.,-3,106,86,97,100
Cc1ccc(-c2noc(CCC(=O)N3CCCC3)n2)cc1,-11,1.5,14,3,-13[fluorescence artefact?],126,92,97,99
C=CCn1c(SCC(=O)NC(=O)NCc2ccco2)nc2sc(C)c(C)c2c1=O,25,1,8[fluorescence artefact?],39,10,112[fluorescence artefact?],11*,57,52
CC(C)(C)C(=O)N(Cc1nc2ccccc2c(=O)[nH]1)Cc1cccs1,-23[fluorescence artefact?],1.3,9,.,-21,105,88,93,102
CC(=O)c1ccc(OCC(=O)NC2CCS(=O)(=O)C2)cc1 (centres undefined),-10,0.9,6,-4,-6,58,98,98,101
CC1CCCN(C(=O)C2c3ccccc3C(=O)N3CCc4ccccc4C23)C1 (centres undefined),-5,1.2,2,-7,-8,111[fluorescence artefact?],77,93,94
Cc1ccc(-c2noc(CN3CCOCC3)n2)cc1,-7,1.5,-8,.,-1,102,94,97,106
CCOC(=O)c1c(C)n(C)c2ccc(O)c(CN3CCCCC3)c12,0,0.9,8,-5,-3,114,60,92,90
CC(C)Oc1ccc(C(CC(=O)O)NC(=O)CSc2ncn[nH]2)cc1 (centres undefined),-13,1.1,12[fluorescence artefact?],.,-9,124[fluorescence artefact?],89,84,94
CC(C)(C)c1ccc(-c2nnc(SCC(=O)O)n2N)cc1,1,0.9,-1[fluorescence artefact?],-1,-1,101,88,97,44*
CC1=C(C(=O)OC(C)C)C(C)NC(=O)N1 (centres undefined),-14[fluorescence artefact?],1.2,10,-1,26,102,90,91,100
CCOCc1nnc(NC(=O)c2ccco2)s1,-4,1.1,11,0,0,89,101,98,98
CCCCCOC(=O)NCCOC(=O)Nc1ccc(C(=O)OCC)cc1,-25,1,14[fluorescence artefact?],.,-21,98,84,101,93
COCCCNC(=O)c1ccc(C(=O)NCCCOC)cc1,-2,1.1,8,-2,-1,137,94,102,99
CCOc1ccc(-n2c(SCC(=O)NC(C)CC)nc3n[nH]c(C)c3c2=N)cc1 (centres undefined),26,1.1,-5,4,11,187[fluorescence artefact?],85,102,98
CCOCCn1c(CN2CCC(C)CC2)nc2c1c(=O)n(C)c(=O)n2C,21,1.1,-16,.,12,94,103,100,92

# One compound at a time, as listed above.
# Record of Clc1ccc(CSC2=NCCCN2)cc1Cl → ERb coact inh: -5; MT1-MMP txn act: 1.1; Smad3 FoxH1 inh: -1; Mac1 fbg enh: 3; ERa SRC1 inh: -2; ERa coact pot: 102; H69AR inhibit: 87; HUVEC inhibit: 92; Lung fibro prol: 91
# Record of Cc1ccc(-c2noc(CN3CCOCC3)n2)cc1 → ERb coact inh: -7; MT1-MMP txn act: 1.5; Smad3 FoxH1 inh: -8; Mac1 fbg enh: .; ERa SRC1 inh: -1; ERa coact pot: 102; H69AR inhibit: 94; HUVEC inhibit: 97; Lung fibro prol: 106

# Next section
SMILES,ERb coact inh,MT1-MMP txn act,Smad3 FoxH1 inh,Mac1 fbg enh,ERa SRC1 inh,ERa coact pot,H69AR inhibit,HUVEC inhibit,Lung fibro prol
CC(=O)c1c(C)n([O-])c2cc(C)ccc2[n+]1=O,-3,1.1,-5,-6,0,124,88,94,93
O=C(/C=C/Sc1ccccc1)c1ccc(Cl)cc1,2,1.6,8,-2,-2,106[fluorescence artefact?],1.6*,49,33*
C#CCOC(=O)CCC(=O)Nc1cc(OC)nc(OC)n1,-8,1.1,-1,-5,0,124,76,96,104
CSC1=C(C#N)C(c2ccc(C)s2)CC(=O)N1 (centres undefined),1[fluorescence artefact?],1.1,-5,2,2,119[fluorescence artefact?],102,89,105
O=C(c1ccco1)N1CCN(C2=NS(=O)(=O)c3ccccc32)CC1,-8,1.1,4,-3,-2,99,96,100,96
Cc1ccc(-n2ncc3c(=O)n(-c4ccc(C)c(C)c4)c(-c4ccco4)nc32)cc1,9,1.1,15,2,-7,103,31*,78,74
O=C(CN1CCN(CC(=O)Nc2ccccc2Cl)CC1)Nc1ccc2c(c1)OCCO2,-6,1.3,-1,.,-9,100[fluorescence artefact?],41,104,91
Cc1cccc(NC(=O)C2CCN(S(=O)(=O)c3cccc4nsnc34)CC2)n1,-2,1,13[fluorescence artefact?],.,1,100,75,109,100
COc1ccc(-n2c(=O)c3c4c(sc3n3c(C)nnc23)CCCC4)cc1,-3,1.2,1,.,-3,113,93,98,103
COc1ccc(C2N3CC4(C)CN2CC(C)(C3)C4O)cc1OC (centres undefined),-6,1.1,0,.,-8,149,93,106,104
Brc1ccc2ncnc(NCc3ccccc3)c2c1,-9,1.1,2,-1,-3,93,70,54,75
Cc1cc(C)c(NC(=O)CN2C(=O)NC3(CCCCC3)C2=O)c(C)c1,-13,1.1,0,0,-7,116,80,95,100
O=C(COc1ccc(Cl)cc1Cl)Nc1nc2n(n1)C(c1ccccc1)CC(=O)N2 (centres undefined),4[fluorescence artefact?],1,-2,2,1[fluorescence artefact?],101,87,105,98
O=S(=O)(c1ccccc1)N1c2cc(Cl)ccc2Oc2nc3ccccc3nc21,-7,1.9,-8,.,2,98,84,100,90
CCOC(=O)N1CCN(Cc2nc(N)nc(Nc3ccc(OC)cc3)n2)CC1,9,0.9,-6,-2,8,83,61,108,98
COc1ccccc1-c1cc(C(=O)NCc2ccco2)no1,-20,1.2,-6,-1,-30,109,72,84,90
COC(=O)Cc1cc(=O)n2[nH]c(C)nc2n1,-12,1.2,10[fluorescence artefact?],0,-4,104,92,101,99
CCCc1nnc(NC(=O)CCC(=O)O)s1,-8,1.3,11[fluorescence artefact?],-5,4,122,88,99,91
CCOC(=O)C(Sc1nnc2c3ccccc3n(CC)c2n1)C(=O)OCC,-1,1,12,.,-6,124,56,88,103
COc1ccc(NC(=O)CCC2COc3ccccc3O2)c(OC)c1 (centres undefined),-7,1,14[fluorescence artefact?],-1,-5,104,91,99,.
CC1(C)CC(=O)C(C=NCCCN2CCCC2=O)=C(O)C1,-3,1.2,13[fluorescence artefact?],0,4,115,99,91,92
CS(=O)(=O)N(Cc1ccc(C(=O)NCc2ccco2)cc1)c1ccccc1,12[fluorescence artefact?],1.2,-3,.,4[fluorescence artefact?],91,87,104,99
CCOC(=O)C1CCN(S(=O)(=O)c2cccc(-c3cn4cccnc4n3)c2)CC1,-47,1.1,-5,-5,-31,100,97,99,101
Cc1ccc(S(=O)(=O)c2nc(NCCCn3ccnc3)sc2Cl)cc1,2,1.1,0,-5,4,112,86,86,88
O=Cc1cccc(OC(=O)c2ccc(Cl)cc2Cl)c1,-1,.,0,-2,1,121,74,80,90
# Further entries follow:
SMILES,ERb coact inh,MT1-MMP txn act,Smad3 FoxH1 inh,Mac1 fbg enh,ERa SRC1 inh,ERa coact pot,H69AR inhibit,HUVEC inhibit,Lung fibro prol
COc1ccc(NS(=O)(=O)c2c(C)cc(C)cc2C)cc1,-5,1.1,3,2,4,92,16*,91,101
COc1ccc(C)cc1NC(=O)CSc1nnc(CC(=O)Nc2ccccc2C)n1C,-6,1.2,-8,-6,-3,74[fluorescence artefact?],72,90,94
O=C(c1ccccc1C(=O)N1CCN(c2ccccc2F)CC1)N1CCN(c2ccccc2F)CC1,-5,1.1,-10,2,-7,125,97,88,99
CCOC(=O)c1cnc(SC)nc1Sc1ccc(Cl)cc1Cl,-4[fluorescence artefact?],1.1,-5,0,10[fluorescence artefact?],102,85,96,86
COc1ccc(C2C(C(=O)N3CCN(c4ccccn4)CC3)CC(=O)N2c2ccc(OC)cc2)cc1 (centres undefined),-11,1,0,.,-4,101,63,68,98
CCOC(=O)N1CCN(C(=O)c2cccc(-n3c(=S)[nH]c4cc(Cl)ccc4c3=O)c2)CC1,-13,1.1,2,1,-11[fluorescence artefact?],124,95,109,107
COc1ccc(NC(=O)Nc2cc(C)ccc2OC(F)F)c(OC)c1,9,1,8,8,11,96,75,105,105
Cc1cc(=O)[nH]c(SCc2cccc(F)c2)n1,-4,1.4,-6,-2,-4,102,106,90,98
CCCC(C(=O)NC1CCCC1)N(Cc1cccs1)C(=O)c1snc(C(N)=O)c1N (centres undefined),0,1,-1,3,-5,100,84,85,98
COc1ccc(Cn2c(=O)sc3ccccc32)cc1,0,1.2,6,-2,-3,99,89,96,92
COc1ccccc1C(=O)n1nc(-c2ccccc2)nc1NCc1ccco1,-4,1.1,8[fluorescence artefact?],5,-5,139,82,91,96
CCOc1ccc2nc(SCC(=O)N3CCCCCC3)c(C#N)cc2c1,17[fluorescence artefact?],1.1,7,-1,7[fluorescence artefact?],191[fluorescence artefact?],38*,91,.
CC(=O)Nc1ccc(NC(=O)C2CCN(c3c(Cc4ccccc4)c(C)nc4ncnn34)CC2)cc1,-1,1.1,2,.,4,101,68,96,95
COc1ccc2c(Cl)c(C(=O)NCCCn3ccnc3)sc2c1,-1,1,1,0,-12,129,92,94,91
CCN(C(=O)c1ccco1)c1nc(CC(=O)Nc2ccc(Cl)cc2)cs1,-13,1.3,2,-2,-15,92,83,92,95
CCn1c2ccccc2c2cc(N)ccc21,10,1,7,6,-2[fluorescence artefact?],124[fluorescence artefact?],77,76,99
CCOC(=O)C(NC(=O)CC)(Nc1nc2c(s1)CCCC2)C(F)(F)F (centres undefined),-13,1.2,9,.,-11,105,108,99,95
CCn1c(Cc2ccccc2)nnc1SCC(=O)Nc1ccc(S(N)(=O)=O)cc1,-16,1,5,-1,-14,106,76,91,92
COc1cccc(C2NC(=O)c3ccccc3O2)c1OC (centres undefined),-3,1.1,2,1,0,116[fluorescence artefact?],99,97,102
CCn1c(SCC(=O)Nc2nc(-c3ccccc3)cs2)nnc1-c1ccccc1O,-3,.,11[fluorescence artefact?],-12,5,101,104,74,103
COCCn1nnnc1C(C(C)C)N(Cc1cccnc1)Cc1ccccc1Cl (centres undefined),0,1,3,3,2,87,79,87,86
S=C(c1ccc(-c2ccc(Cl)c(Cl)c2)o1)N1CCOCC1,-7[fluorescence artefact?],1.4,2,1,-11[fluorescence artefact?],97,90,102,97

# A few values from the results shown.
# Value for COc1ccc(C)cc1NC(=O)CSc1nnc(CC(=O)Nc2ccccc2C)n1C under HUVEC inhibit: 90
# Value for CCCC(C(=O)NC1CCCC1)N(Cc1cccs1)C(=O)c1snc(C(N)=O)c1N (centres undefined) under H69AR inhibit: 84

# Compound activity (PubChem)
